Screening data: PubChem, several laboratories
Rev-erbA mod: modulators of human Rev-erb alpha DNA binding. Rev-erbα–FITC-DNA binding, fluorescence polarization, 90 min. activity, % at 10 µM. 0.79% of 370,000 active. P20393. AID 1259318;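 active = activity above about 14%, limit read from the data; passing the limit was not always enough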;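 also: 0% = DMSO wells with 35 nM protein and 100% = DMSO wells with 750 nM protein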
PRMT1 FP inh: inhibitors of human PRMT1. Q99873. 1.3% of 370,000 active. recombinant PRMT1, activity-based probe fluorescence polarization. inhibition, % at 2.79 µM;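 active = inhibition above about 21% made by adding two undisclosed values, limit read from the data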
PG9 binder: binds the HIV-1 gp120 antibody PG9. TR-FRET gp120-PG9 antibody binding. inhibition, % at 6.7 µM. 0.43% of 360,000 active. AID 624416; in the data active = inhibition above about 8.5%
UHRF1 binding: UHRF1 methyl-DNA binding inhibition; Q96T88; UHRF1 binding to methylated oligo, TR-FRET; inhibition, % at 4.4 µM; 0.75% of 370,000 active; AID 687016; in the data active = inhibition above about 21%;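 also: UHRF1 SRA domain binding a hemimethylated CpG hairpin DNA probe; 0% = median of test compound wells and 100% = reference inhibitor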
Target sequence (Q96T88 whole entry, looked up, the tested form may be a part): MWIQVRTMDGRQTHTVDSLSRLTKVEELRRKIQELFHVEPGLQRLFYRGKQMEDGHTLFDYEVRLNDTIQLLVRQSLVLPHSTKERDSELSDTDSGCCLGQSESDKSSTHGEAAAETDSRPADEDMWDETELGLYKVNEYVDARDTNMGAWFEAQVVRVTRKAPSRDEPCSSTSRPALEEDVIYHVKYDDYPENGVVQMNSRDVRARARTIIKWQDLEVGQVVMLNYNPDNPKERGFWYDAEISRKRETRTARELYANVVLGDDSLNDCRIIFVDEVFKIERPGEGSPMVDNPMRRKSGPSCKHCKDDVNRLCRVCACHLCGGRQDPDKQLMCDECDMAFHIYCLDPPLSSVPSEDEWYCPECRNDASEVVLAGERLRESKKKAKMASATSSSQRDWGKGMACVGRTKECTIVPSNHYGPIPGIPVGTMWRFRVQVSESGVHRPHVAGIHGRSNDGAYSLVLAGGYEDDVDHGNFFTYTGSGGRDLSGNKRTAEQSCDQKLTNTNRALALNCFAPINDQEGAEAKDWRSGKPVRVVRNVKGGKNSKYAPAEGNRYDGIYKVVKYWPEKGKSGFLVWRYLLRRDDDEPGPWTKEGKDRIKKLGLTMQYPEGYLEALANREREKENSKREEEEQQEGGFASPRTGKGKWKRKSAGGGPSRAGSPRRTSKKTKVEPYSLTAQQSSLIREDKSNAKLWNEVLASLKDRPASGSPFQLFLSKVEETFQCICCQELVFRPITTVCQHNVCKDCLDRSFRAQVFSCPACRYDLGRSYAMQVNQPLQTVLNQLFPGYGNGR
TCR-CD3 inh: blocks the human TCR-CD3 interaction. TAMRA-labeled TCR probe fluorescence, biochemical. inhibition, % at 9.4 µM. 0.37% of 360,000 active. AID 651800; in the data active = inhibition above about 19%;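 also: recombinant mutant TCR 2C K166C tagged with TAMRA read by polarization; 0% = receptor in buffer alone and 100% = receptor with positive control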
rCAG RNA binder: r(CAG) repeat RNA binding; TO-PRO-1 dye displacement fluorescence; inhibition, % at 3 µM; AID 651821; 1.3% of 370,000 active;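 active = inhibition above the plate cutoff, the mean of all test compounds on that plate plus 3 SD, cut at about 35% in these data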;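 also: 0% = DMSO alone and 100% = 100 µM mitoxantrone as full dye displacement; higher means more dye released from RNA so lower well fluorescence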
HTRA1 inh: inhibitors of human serine peptidase HTRA1. recombinant HTRA1, FP-rhodamine activity-based probe, fluorescence polarization. inhibition, % at 5.96 µM. 0.5% of 340,000 active; in the data active = inhibition above about 36%;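 also: 0% = enzyme with DMSO and 100% = wells lacking enzyme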
mABHD4 FP: ABHD4 (mouse) inhibition, primary FP screen | AID 720543 | inhibition, % at 8.92 µM | purified mABHD4, FP-Rh probe fluorescence polarization | 0.54% of 370,000 active;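 active = inhibition exceeding the mean over every tested compound plus 3 SD, cut at about 30% in these data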;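 also: 0% = plate median of compound wells and 100% = S159A mutant with DMSO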
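Assay system: mouse ABHD4 enzyme, wild type / Also added: fluorescent activity-based probe FP-Rh / Doses: single nominal dose of 8.92 µM, 0.89% DMSO final / Timing: 45 min compound pre-incubation plus 60 min probe step, 25 °C / Signal: FP readout, ex 525 nm / em 598 nm / Control set: S159A mutant/DMSO as 100%, compound-well median as 0%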
LEDGF integ inh: blocks HIV-1 LEDGF/p75-dependent DNA integration | TR-FRET IN-LEDGF/p75 DNA integration, Eu/Cy5 | inhibition, % at 3.7 µM | 0.64% of 370,000 active;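 active = inhibition above the screen-wide mean plus 3 SD, cut at about 13% in these data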;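 also: signal is the Cy5 over europium emission ratio at 671 and 618 nm; 0% = plate median of compound wells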
MBD2 inh: inhibitors of human MBD2 binding to methylated oligonucleotide. TR-FRET. inhibition, % at 4.4 µM. 0.31% of 370,000 active. AID 686964; in the data active = inhibition above about 13%
Starred values were filed as active, the others as inactive.

Cc1cc(C)c2nc(N3CCN(C)CC3)c(C#N)cc2c1 was read as Rev-erbA mod 1, PRMT1 FP inh -1, PG9 binder -1.6, UHRF1 binding -3, TCR-CD3 inh 0, rCAG RNA binder 2, HTRA1 inh -3, mABHD4 FP -5, LEDGF integ inh 5 and MBD2 inh -8.
O=C(c1ccccc1)N(Cc1ccc(F)cc1)C1CCS(=O)(=O)C1 (stereo not drawn) was read as Rev-erbA mod -1, PRMT1 FP inh -3, PG9 binder -3.8, UHRF1 binding 1, TCR-CD3 inh 5, rCAG RNA binder -2, HTRA1 inh 1, mABHD4 FP 0, LEDGF integ inh 2 and MBD2 inh -3.
CC(C(=O)Nc1sccc1C(N)=O)N1C(=O)C2CC=CCC2C1=O (stereo not drawn) was read as Rev-erbA mod 6, PRMT1 FP inh 3, PG9 binder -2.9, UHRF1 binding 2, TCR-CD3 inh 0, rCAG RNA binder 4, HTRA1 inh 2, mABHD4 FP 2, LEDGF integ inh 0 and MBD2 inh 1.
COc1ccccc1CNC(=O)COC(=O)c1ccc(C)s1 was read as Rev-erbA mod 7, PRMT1 FP inh 2, PG9 binder 0.8, UHRF1 binding 2, TCR-CD3 inh 5, rCAG RNA binder 0, HTRA1 inh -4, mABHD4 FP 4, LEDGF integ inh 2 and MBD2 inh -1.
`Cc1ccc(Nc2nc(CSc3n[nH]c(N)n3)cs2)cc1` gave Rev-erbA mod -5, PRMT1 FP inh 6, PG9 binder 0.0, UHRF1 binding 3, TCR-CD3 inh -2, rCAG RNA binder 6, HTRA1 inh 6, mABHD4 FP -7, LEDGF integ inh -2 and MBD2 inh 5.
Oc1ccccc1C(Nc1nccs1)c1ccc2cccnc2c1O (stereo not drawn) was read as Rev-erbA mod 7, PRMT1 FP inh -15, PG9 binder -1.3, UHRF1 binding -7, TCR-CD3 inh 0, rCAG RNA binder 18, HTRA1 inh 14, mABHD4 FP -8, LEDGF integ inh -3 and MBD2 inh -4.
Screening Cc1ccc(-c2nn(Cc3ccccc3)cc2C(=O)N2CCN(c3ccccn3)CC2)cc1 returned Rev-erbA mod 0, PRMT1 FP inh 1, PG9 binder -0.7, UHRF1 binding -1, TCR-CD3 inh -8, rCAG RNA binder 3, HTRA1 inh -6, mABHD4 FP -2, LEDGF integ inh 2 and MBD2 inh -3.
For COC(=O)Cc1cn(-c2ncc(C(F)(F)F)cc2Cl)c2ccccc12 the results were Rev-erbA mod 0, PRMT1 FP inh 0, PG9 binder 2.3, UHRF1 binding 0, TCR-CD3 inh -7, rCAG RNA binder 3, HTRA1 inh -16, mABHD4 FP -12, LEDGF integ inh 1 and MBD2 inh 1.
COC(=O)C1C(O)=C(C=Nc2ccc3ccccc3c2)C(=O)CC1(C)C (stereo not drawn) was read as Rev-erbA mod -1, PRMT1 FP inh -2, PG9 binder -0.2, UHRF1 binding 0, TCR-CD3 inh 3, rCAG RNA binder 0, HTRA1 inh 4, mABHD4 FP 2, LEDGF integ inh 2 and MBD2 inh 3.
CC(C)c1nnc(NC(=O)CN2C(=O)c3ccccc3C2=O)s1 was read as Rev-erbA mod -3, PRMT1 FP inh 2, PG9 binder -1.3, UHRF1 binding 0, TCR-CD3 inh 3, rCAG RNA binder -1, HTRA1 inh 6, mABHD4 FP -3, LEDGF integ inh 2 and MBD2 inh 3.
O=C(NCC(=O)N1CCN(S(=O)(=O)c2ccccc2C(F)(F)F)CC1)c1sc2ccccc2c1Cl was read as Rev-erbA mod 16, PRMT1 FP inh 3, PG9 binder 1.9, UHRF1 binding 4, TCR-CD3 inh -4, rCAG RNA binder -4, HTRA1 inh -5, mABHD4 FP -5, LEDGF integ inh -5 and MBD2 inh 0.
For Cc1ccc(NC(=O)c2ccc3snnc3c2)cc1C the results were Rev-erbA mod 0, PRMT1 FP inh 9, PG9 binder 1.6, UHRF1 binding -1, TCR-CD3 inh 0, rCAG RNA binder 5, HTRA1 inh -18, mABHD4 FP -25, LEDGF integ inh -2 and MBD2 inh -1.
For NC(=O)N/N=C/c1ccccc1OC(=O)c1cc2ccccc2oc1=O the results were Rev-erbA mod 0, PRMT1 FP inh 2, PG9 binder -1.3, UHRF1 binding -4, TCR-CD3 inh -5, rCAG RNA binder 2, HTRA1 inh 1, mABHD4 FP 3, LEDGF integ inh 1 and MBD2 inh -2.
`CCOC(=O)c1nc2nc(C)c(Cl)c(=O)n2[nH]1` gave Rev-erbA mod 2, PRMT1 FP inh 2, PG9 binder 0.5, UHRF1 binding -2, TCR-CD3 inh 6, rCAG RNA binder 2, HTRA1 inh 1, mABHD4 FP -1, LEDGF integ inh -1 and MBD2 inh -2.
For COc1cccc(CN2CCN(S(=O)(=O)c3ccc(Cl)s3)CC2)c1 the results were Rev-erbA mod 1, PRMT1 FP inh -1, PG9 binder 0.4, UHRF1 binding -1, TCR-CD3 inh 4, rCAG RNA binder -3, HTRA1 inh -8, mABHD4 FP -6, LEDGF integ inh 4 and MBD2 inh -2.
COc1ccccc1-c1ccc(SCc2cccc(C)c2)nn1 was read as Rev-erbA mod -3, PRMT1 FP inh 2, PG9 binder 0.4, UHRF1 binding -1, TCR-CD3 inh 0, rCAG RNA binder -1, HTRA1 inh -1, mABHD4 FP 5, LEDGF integ inh 0 and MBD2 inh 3.
`O=C(NCc1cc(C(F)(F)F)cc(C(F)(F)F)c1)C1CC(c2ccccc2F)=NO1` (stereo not drawn) gave Rev-erbA mod 2, PRMT1 FP inh 1, PG9 binder -0.4, UHRF1 binding 6, TCR-CD3 inh -3, rCAG RNA binder -4, HTRA1 inh -2, mABHD4 FP 5, LEDGF integ inh -2 and MBD2 inh 1.
For COc1ccc(Oc2ncccc2[N+](=O)[O-])cc1 the results were Rev-erbA mod 1, PRMT1 FP inh 0, PG9 binder -1.2, UHRF1 binding 0, TCR-CD3 inh 7, rCAG RNA binder 1, HTRA1 inh 8, mABHD4 FP -3, LEDGF integ inh 1 and MBD2 inh -1.
For Cc1ccc(C(=O)Nc2ccccc2C(=O)O)cc1S(=O)(=O)NCc1ccccc1 the results were Rev-erbA mod 2, PRMT1 FP inh 5, PG9 binder -0.5, UHRF1 binding 6, TCR-CD3 inh -8, rCAG RNA binder 64*, HTRA1 inh -16, mABHD4 FP -32, LEDGF integ inh 3 and MBD2 inh 8.
`C=CCNCCCCOc1ccc(OCc2ccccc2)cc1` gave Rev-erbA mod 1, PRMT1 FP inh -1, PG9 binder -2.3, UHRF1 binding 2, TCR-CD3 inh -5, rCAG RNA binder 5, HTRA1 inh 5, mABHD4 FP 15, LEDGF integ inh 1 and MBD2 inh 5.

Next part; it opens with the three that closed the last part.
For COc1ccc(Oc2ncccc2[N+](=O)[O-])cc1 the results were Rev-erbA mod 1, PRMT1 FP inh 0, PG9 binder -1.2, UHRF1 binding 0, TCR-CD3 inh 7, rCAG RNA binder 1, HTRA1 inh 8, mABHD4 FP -3, LEDGF integ inh 1 and MBD2 inh -1.
For Cc1ccc(C(=O)Nc2ccccc2C(=O)O)cc1S(=O)(=O)NCc1ccccc1 the results were Rev-erbA mod 2, PRMT1 FP inh 5, PG9 binder -0.5, UHRF1 binding 6, TCR-CD3 inh -8, rCAG RNA binder 64*, HTRA1 inh -16, mABHD4 FP -32, LEDGF integ inh 3 and MBD2 inh 8.
`C=CCNCCCCOc1ccc(OCc2ccccc2)cc1` gave Rev-erbA mod 1, PRMT1 FP inh -1, PG9 binder -2.3, UHRF1 binding 2, TCR-CD3 inh -5, rCAG RNA binder 5, HTRA1 inh 5, mABHD4 FP 15, LEDGF integ inh 1 and MBD2 inh 5.
Screening Nc1ccccc1C(=O)NC(=O)Nc1ccc(Oc2ncc(Br)cn2)c(Cl)c1 returned Rev-erbA mod 3, PRMT1 FP inh -1, PG9 binder 0.3, UHRF1 binding 0, TCR-CD3 inh 2, rCAG RNA binder 4, HTRA1 inh -11, mABHD4 FP -1, LEDGF integ inh -2 and MBD2 inh 2.
`CN(C)CCNC(=O)C(=O)NCC1CCCN1S(=O)(=O)c1cccs1` (stereo not drawn) gave Rev-erbA mod -3, PRMT1 FP inh 0, PG9 binder 0.3, UHRF1 binding -3, TCR-CD3 inh 4, rCAG RNA binder 6, HTRA1 inh 11, mABHD4 FP -3, LEDGF integ inh 3 and MBD2 inh 4.
Screening COc1ccc([C@@H]2[C@@H]3C(=O)N(C(C)(C)C)C(=O)[C@@H]3[C@]3(Cc4ccccc4)C(=O)N(c4ccc(OC)cc4)C(=O)N23)cc1 returned Rev-erbA mod -1, PRMT1 FP inh -1, PG9 binder -1.2, UHRF1 binding -2, TCR-CD3 inh -5, rCAG RNA binder 5, HTRA1 inh -4, mABHD4 FP -1, LEDGF integ inh 0 and MBD2 inh -1.
`C/C(=N\NC(=O)CCc1c[nH]c2ccccc12)c1ccc([N+](=O)[O-])cc1` gave Rev-erbA mod 1, PRMT1 FP inh 0, PG9 binder 3.0, UHRF1 binding 0, TCR-CD3 inh -3, rCAG RNA binder 3, HTRA1 inh -4, mABHD4 FP 2, LEDGF integ inh 3 and MBD2 inh -1.
For O=C(CN(C(=O)CNS(=O)(=O)c1ccccc1)C1CCCC1)NCc1ccco1 the results were Rev-erbA mod -4, PRMT1 FP inh -1, PG9 binder -1.7, UHRF1 binding -3, TCR-CD3 inh 5, rCAG RNA binder 4, HTRA1 inh 6, mABHD4 FP -1, LEDGF integ inh -2 and MBD2 inh 2.
Screening COc1cccc(C(=O)N(CN2CCCC2=O)c2cccc(Cl)c2)c1 returned Rev-erbA mod 2, PRMT1 FP inh 1, PG9 binder -2.0, UHRF1 binding -3, TCR-CD3 inh 6, rCAG RNA binder -6, HTRA1 inh 7, mABHD4 FP 4, LEDGF integ inh -1 and MBD2 inh 2.
For COc1cc2c(cc1OC)CN(C(=O)c1sc(-c3cnccn3)nc1C)CC2 the results were Rev-erbA mod 5, PRMT1 FP inh -1, PG9 binder -0.7, UHRF1 binding -5, TCR-CD3 inh 1, rCAG RNA binder -3, HTRA1 inh -5, mABHD4 FP -1, LEDGF integ inh 3 and MBD2 inh 2.
`O=C(Nc1ccc(N2CCCC2)cc1)c1ccc([N+](=O)[O-])cc1Cl` gave Rev-erbA mod -4, PRMT1 FP inh 1, PG9 binder -4.6, UHRF1 binding 5, TCR-CD3 inh 4, rCAG RNA binder -2, HTRA1 inh 5, mABHD4 FP 3, LEDGF integ inh 2 and MBD2 inh 0.
Cc1c(C)n(C(=O)CN2CCN(c3ccccc3)CC2)c2ccccc12 was read as Rev-erbA mod -3, PRMT1 FP inh 1, PG9 binder 1.8, UHRF1 binding 14, TCR-CD3 inh 2, rCAG RNA binder -4, HTRA1 inh -9, mABHD4 FP -1, LEDGF integ inh 4 and MBD2 inh 9.
Screening Cc1c(C)c2ccc(OCC(=O)Nc3ccccc3C(N)=O)cc2oc1=O returned Rev-erbA mod -4, PRMT1 FP inh -6, PG9 binder -1.2, UHRF1 binding -1, TCR-CD3 inh 4, rCAG RNA binder -1, HTRA1 inh 1, mABHD4 FP -6, LEDGF integ inh 2 and MBD2 inh 5.
`CCc1nnc(NC(=O)CC(CN(C)S(=O)(=O)c2ccccc2)c2ccccc2)s1` (stereo not drawn) gave Rev-erbA mod 0, PRMT1 FP inh 8, PG9 binder 0.0, UHRF1 binding 7, TCR-CD3 inh -4, rCAG RNA binder 0, HTRA1 inh -12, mABHD4 FP -2, LEDGF integ inh -3 and MBD2 inh 4.

The list is partial; the hit share may differ from the screen's.
